Bioassay records deposited in PubChem by several laboratories.
KOR beta-arrestin-1: KOR agonists, beta-arrestin recruitment, primary screen, cell-based, luminescence, uHTS (AID 1777); Kappa-type opioid receptor (Homo sapiens); KOR beta-arrestin recruitment, luminescence; higher % means a stronger effect; activation, % at 10 µM; hits with a dose series show EC50 in µM; 280,000 compounds, 0.02% hits; in the data active = activation above about 50%, passing the limit was not always enough; note: a part of the inactive calls stands beside numbers as strong as those of hits
KOR beta-arrestin-2: KOR antagonists, beta-arrestin recruitment, cell-based, luminescence, uHTS (AID 1778); one-dose inhibition, % at 10 µM; IC50 in µM for titrated hits; Kappa-type opioid receptor (Homo sapiens); 290,000 compounds, 0.091% hits; KOR beta-arrestin recruitment, luminescence, antagonist mode; higher % means a stronger effect; note: strong numbers were not always called active
NOD1 inhibition: NOD1 signaling inhibitors, primary screen, cell-based, luminescence, uHTS (AID 1578); NOD1-driven NF-kB luciferase reporter cells, luminescence; higher % means a stronger effect; inhibition, % at 4 µM, or EC50 in µM where a hit was titrated; 290,000 compounds, 1% hits; in the data active = inhibition mostly above about 36%, no sharp cut-off; inactive = mostly below about 34%;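 note: HEK-293T reporter cells stimulated with the NOD1 agonist gamma-tri-DAP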
AID2073: inhibitors of Mint1-CaV2.2 protein interaction, biochemical, HTRF (AID 2073); Voltage-dependent N-type calcium channel subunit alpha-1B (Homo sapiens); 290,000 compounds, 0.19% hits; HTRF protein-protein interaction, Mint1-CaV2.2; higher % means a stronger effect; one-dose inhibition, % at 20 µM; IC50 in µM for titrated hits; in the data active = inhibition mostly above about 51%, no sharp cut-off; note: some results filed as inactive read as strong as hits
P. falciparum M1AAP: P. falciparum M1AAP inhibitors, biochemical, fluorogenic H-Leu-NHMec substrate, 1536-well (AID 1445). inhibition, % at 30 µM, or IC50 in µM where a hit was titrated. Aminopeptidase N (Plasmodium falciparum (isolate 3D7)). recombinant M1AAP, H-Leu-NHMec fluorogenic kinetic assay; higher % means a stronger effect. 220,000 compounds, 0.42% hits;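 active = primary inhibition above the hit cutoff, then over 50% inhibition at one or more dose response concentrations, cut at about 23% in these data, passing the limit was not always enough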;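 note: plate controls were DMSO full reaction for no effect and no enzyme background for full effect; strong numbers were not always called active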
GPR55 beta-arrestin: GPR55 agonists via beta-arrestin recruitment, primary screen, imaging, U2OS cells, beta-arrestin-GFP redistribution (AID 1961) | U2OS GPR55 beta-arrestin-GFP redistribution imaging; higher % means a stronger effect | 290,000 compounds, 0.048% hits | activation, % at 10 µM; hits with a dose series show EC50 in µM;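 active = activation above 40% with more than 50 cells counted in the well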;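 note: U2OS osteosarcoma cells stably expressing GPR55 and beta-arrestin-GFP; plate controls were DMSO negative control for no effect and LPI positive control for full effect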
M17LAP inhibition: P. falciparum M17LAP inhibitors, primary screen, biochemical, fluorogenic H-Leu-NHMec substrate, 1536-well (AID 1619); Leucine aminopeptidase (Plasmodium falciparum (isolate 3D7)); recombinant M17LAP, H-Leu-NHMec fluorogenic kinetic assay; higher % means a stronger effect; one-dose inhibition, % at 30 µM; IC50 in µM for titrated hits; 220,000 compounds, 0.38% hits;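 active = compound inhibiting the enzyme by more than half at any dose during confirmatory dose-response retesting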;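 note: plate controls were full reaction with DMSO carrier for no effect and no enzyme background for full effect; strong numbers were not always called active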
NOD2 inhibition: NOD2 signaling inhibitors, cell-based, luminescence, uHTS, HEK293 (AID 1566); inhibition, % at 4 µM, or EC50 in µM where a hit was titrated; HEK293 NOD2/NF-kB luciferase reporter, luminescence; higher % means a stronger effect; 290,000 compounds, 0.63% hits; note: many of its hits are not listed in these tables
Dynein cargo inh: inhibitors of GR-EGFP nuclear translocation, primary screen, dynein cargo transport inhibitor project, imaging, high-content, 3617.4 mouse cells; z-score, hits read low; AID 1381, 2008; 220,000 compounds, 0.47% hits; test concentration mostly 20 µM; stimulated with dexamethasone, 1 µM; hits give low values;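 active = plate z-score of nuclear minus cytoplasmic receptor signal below a set negative limit, without overly bright fluorescence or cell loss, cut at about -3.5 in these data, passing the limit was not always enough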;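 note: z-score of nuclear minus cytoplasmic ring GR-EGFP intensity difference per well; some compounds called inactive have numbers as strong as hits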
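Buffer or medium: Induction medium lacking tetracycline, stripped serum | Also added: Dexamethasone agonist, 1.0 µM final, for 30 min | Timing: 48 h induction, 1 h compound, 30 min dex at 37 °C | Detection: Formaldehyde fixation, Hoechst nuclear stain, 10x automated fluorescence imaging | Measure: Nuclear versus cytoplasmic GR-EGFP signal, averaged per well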
Dynein cargo inh cytoplasmic EGFP: also measured in Dynein cargo inh; calls as there; z-score; measured here: cytoplasmic GR-EGFP intensity; hits give high values
Dynein cargo inh nuclear GR-EGFP: also measured in Dynein cargo inh; calls as there; z-score; measured here: nuclear GR-EGFP intensity;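 lower value marks the stronger effect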
Dynein cargo inh cell count: further read-out of Dynein cargo inh, marked with its call; z-score; measured here: cell count per field
* hit, by the source's call; nt = not tested or not shown; [ ] = another dose, or the depositor's remark. Cut-off read from the data, not from the text of the source, unless noted: active = inhibition above about 50%; inactive = the rest. The list is partial; rates above refer to the full screens.

The line under a structure holds: KOR beta-arrestin-1 | KOR beta-arrestin-2 | NOD1 inhibition | AID2073 | P. falciparum M1AAP | GPR55 beta-arrestin | M17LAP inhibition | NOD2 inhibition | Dynein cargo inh | Dynein cargo inh cytoplasmic EGFP | Dynein cargo inh nuclear GR-EGFP | Dynein cargo inh cell count
> Nc1nnn(CC(=O)N/N=C/c2ccc(Cl)cc2Cl)n1
  3.7% | 4% | -4% | 3% | 5% | -0.2% | 6% | 19% | -0.97 | -0.26 | -0.44 | 0.26
> COc1ccc(-c2nc3c4ccccc4[nH]c(=O)n3n2)cc1
  -3.0% | 9% | 10% | 20% | 10% | -0.4% | 7% | -26% | -0.096 | -0.23 | 0.049 | 0.66
> CNC(=O)c1c(NC(=O)c2ccc(N3C(=O)CCC3=O)cc2)sc2c1CCCC2
  -2.2% | -10% | -15% | 23% | 13% | -0.1% | 8% | 5% | -0.54 | -0.19 | 0.0031 | 0.39
> CCOc1ccc(NC(=O)Cn2nnc(-c3ccccc3NC(=O)C3CC3)n2)cc1
  6.2% | 24% | -1% | -4% | 0% | 0.0% | -6% | 16% | 1.5 | -0.16 | 0.99 | -1.2
> Cc1cc(Cl)ccc1NC(=O)CCC(=O)N/N=C/c1cc([N+](=O)[O-])ccc1O
  -1.0% | -1% | 14% | 3% | 10% | 0.3% | 10% | 11% | 1.2 | -0.26 | 0.63 | -0.92
> N#CCCNS(=O)(=O)c1ccc(C(=O)OCC2CCCCC2)cc1
  0.4% | -48% | -17% | 4% | nt | 0.3% | nt | 6% | nt | nt | nt | nt
> C/C(=N/NC(=O)c1ccc(Br)o1)c1ccncc1
  2.0% | -3% | -3% | 2% | 16% | 0.5% | 16% | 3% | -1.1 | -0.24 | -0.47 | 0.48
> CN(C)C(=O)c1nnsc1Sc1ccc(Cl)cc1
  -3.5% | 7% | -60% | 0% | 6% | 0.4% | 1% | -6% | 0.19 | -0.24 | -0.059 | 0.52
> COc1ccc(OC)c(C2=Nn3c(nnc3-c3cccc(OC(C)C)c3)SC2)c1
  -7.7% | 6% | 17% | -14% | 3% | -0.2% | -12% | 10% | -0.97 | -0.19 | -0.39 | 0.3
> O=C1c2ccc(Br)cc2C(=O)N1c1ccc(Cc2ccncc2)cc1
  nt | -5%[20 µM] | -30% | 6% | 4% | 0.2% | -1% | 0% | 0.5 | -0.18 | 0.16 | -0.35
> CS(=O)(=O)N(CC(=O)N1CCCC1)c1cc(Cl)c(Cl)cc1Cl
  -14% | 13% | -2% | -10% | 2% | -0.1% | -13% | -4% | 0.077 | -0.2 | 0.23 | 0.23
> O=c1oc2cc(Br)ccc2n1CSC1=NCCS1
  -3.3% | 36% | 36% | -5% | 0% | 0.1% | 12% | -10% | -1.2 | -0.044 | -0.44 | 0.56
> O=S(=O)(c1ccc(F)cc1)N1CCN(c2ccc(F)cc2)CC1
  -1.7% | 25% | -15% | -4% | nt | -0.2% | nt | 2% | nt | nt | nt | nt
> Cc1cc(C)cc(NC(=O)CCN2CCCC2)c1
  nt | -25%[20 µM] | -31% | 4% | nt | -0.1% | nt | 18% | -0.24 | -0.24 | 0.35 | -0.0029
> O=C(c1ccccn1)N1CCCC(N2CCN(c3cccc(C(F)(F)F)c3)CC2)C1 (stereo not drawn)
  9.5% | 8% | -16% | 1% | nt | -0.2% | nt | 10% | nt | nt | nt | nt
> CCCn1c2ccccc2c2nnc(SCC(=O)Nc3ncccn3)nc21
  -9.6% | 1% | 14% | -17% | 7% | -0.1% | 10% | 25% | -0.11 | -0.26 | -0.24 | 0.57
> O=C(NC(=S)NC1CCS(=O)(=O)C1)c1cccc([N+](=O)[O-])c1 (stereo not drawn)
  1.0% | -18% | -5% | -6% | nt | 0.1% | nt | 6% | nt | nt | nt | nt
> CCN(CC)c1ccc(NC(=O)c2ccco2)c(C)c1
  2.0% | -24% | -22% | 4% | 21% | -0.1% | -4% | 3% | -1.9 | -0.19 | -1 | -1.7
> CN1CCn2c1nc(N1CCOCC1)nc2=O
  10% | -3% | -6% | 8% | 1% | -0.1% | -13% | -1% | -0.41 | -0.28 | -0.41 | 0.5
> O=C(N/N=C/c1cccc([N+](=O)[O-])c1)c1ccc(Br)cc1
  nt | 11%[20 µM] | -25% | 2% | 10% | 0.5% | 10% | -6% | -0.25 | -0.3 | -0.046 | 0.028
> CCOC(=O)C1CCCn2c1nc1sc3c(c1c2=O)CCCC3 (stereo not drawn)
  -5.9% | 31% | -9% | 0% | 9% | -0.3% | 7% | 7% | -1.2 | -0.24 | -0.69 | 0.7
> CC(=O)NCCc1nc2cc(NC(=O)c3cccc([N+](=O)[O-])c3)ccc2n1C
  0.5% | -2% | 3% | 1% | nt | 0.0% | nt | -5% | nt | nt | nt | nt
> OC(CNCc1ccccc1Cl)C(F)(F)F (stereo not drawn)
  1.2% | -12% | -43% | -4% | 6% | 0.2% | -7% | 5% | -0.54 | -0.1 | -0.2 | 0.38
> Cn1ccsc1=NC(=O)c1ccc(S(C)(=O)=O)cc1
  -2.0% | -22% | -11% | 9% | nt | -0.1% | nt | -11% | nt | nt | nt | nt
> CC(NC(=O)c1ccc(Br)o1)C1CC2CCC1C2 (stereo not drawn)
  -5.3% | -10% | -36% | 2% | nt | -0.2% | nt | -3% | nt | nt | nt | nt
> COc1ccc(S(=O)(=O)Nc2ccc(NC(C)=O)cc2)cc1OC
  -3.9% | 47% | -5% | -9% | 4% | -0.1% | 14% | -2% | -0.73 | -0.29 | -0.11 | 0.4
> O=C(NCc1nnc(SCC(=O)N2CCOCC2)o1)c1cccs1
  6.8% | -37% | -9% | -4% | 9% | 0.6% | 1% | 0% | 0.88 | -0.16 | 0.49 | -0.24
> CCOC(=O)C1=C(C)NC(=S)NC1c1ccc(OCC(=O)N2CCCCCC2)c(OC)c1 (stereo not drawn)
  5.3% | -16% | -16% | -8% | nt | 0.1% | nt | -6% | nt | nt | nt | nt
> C/C(=N/NC(=O)c1cccs1)c1cccc(NC(=O)C2CC2)c1
  0.1% | -12% | -13% | -2% | 4% | -0.1% | -5% | -8% | -0.65 | -0.22 | 0.14 | 1.2
> Cc1csc(NC(=O)CSc2nnc(-c3ccncc3)n2C)n1
  18% | 4% | -32% | -2% | 1% | -0.2% | -7% | -24% | 3.8 | 0.073 | 2.4 | -2.3

Copied from the list.
KOR beta-arrestin-1 with CCOC(=O)C1=C(C)NC(=S)NC1c1ccc(OCC(=O)N2CCCCCC2)c(OC)c1 (stereo not drawn) = 5.3%
KOR beta-arrestin-2 with C/C(=N/NC(=O)c1cccs1)c1cccc(NC(=O)C2CC2)c1 = -12%

(further entries)
The line under a structure holds: KOR beta-arrestin-1 | KOR beta-arrestin-2 | NOD1 inhibition | AID2073 | P. falciparum M1AAP | GPR55 beta-arrestin | M17LAP inhibition | NOD2 inhibition | Dynein cargo inh | Dynein cargo inh cytoplasmic EGFP | Dynein cargo inh nuclear GR-EGFP | Dynein cargo inh cell count
> O=C(O)C(Cc1ccc(Cl)cc1)Sc1nc2ccccc2[nH]1 (stereo not drawn)
  -6.0% | 19% | -10% | -7% | nt | 0.0% | nt | 0% | nt | nt | nt | nt
> COc1cccc(-c2nc(CSCC(=O)N3CCc4ccccc43)c(C)o2)c1
  12% | -18% | 43% | 2% | 6% | -0.2% | 27% | 15% | 0.092 | 0.0015 | 0.27 | -0.063
> O=C(NN1C(=O)/C(=C/c2ccc(O)c([N+](=O)[O-])c2)SC1=S)c1ccccc1Cl
  -8.4% | 27% | 0% | -5% | 71µM* | -0.2% | 24% | 24% | -1 | -0.35 | 0.013 | 1.8
> C=CCN=C(NC#N)SCC(=O)c1cccc(OC)c1
  2.7% | -12% | -47% | -12% | 9% | -0.3% | 15% | -56% | 1.1 | -0.2 | 0.76 | -1.5
> Cc1cc(NC(=O)CSc2nc(N)c(NC(=O)c3ccccc3F)c(=O)[nH]2)no1
  -2.1% | 1% | -6% | 3% | nt | -0.2% | nt | -15% | nt | nt | nt | nt
> Cc1ccc(NC(=O)CSc2nc(=O)cc(N)n2-c2ccccc2)cc1
  -9.0% | -64% | -6% | -5% | 5% | 0.1% | 13% | -15% | 0.43 | -0.081 | 0.44 | 0.79
> COc1cc(/C=C2\C(=N)N3N=CSC3=NC2=O)cc(Br)c1OC(=O)c1ccco1
  0.5% | -24% | -21% | -1% | 6% | 0.1% | 33% | 17% | 0.13 | -0.33 | 0.3 | -0.42
> CCOc1ccccc1N(CC(=O)Nc1cc(OC)ccc1OC)S(=O)(=O)c1ccccc1
  -9.3% | 12%[20 µM] | -1% | 9% | nt | 0.2% | nt | -2% | nt | nt | nt | nt
> CC(C)CCNC(=O)CN(C(=O)CCC(=O)Nc1ccccn1)c1ccc2c(c1)OCO2
  -0.9% | 23% | -21% | -2% | 3% | -0.2% | -1% | -2% | 0.91 | -0.25 | 0.72 | -0.25
> Cc1ccc(NC(=O)C2CCN(S(=O)(=O)c3cnc[nH]3)CC2)cc1C
  -4.2% | 46% | -26% | 13% | 5% | -0.2% | -3% | 13% | -1.1 | -0.24 | 0.15 | 0.45
> O=C(Nc1ccc(Cl)c(Cl)c1)c1cccc(S(=O)(=O)NCc2cccnc2)c1
  0.0% | 26% | 53% | 3% | -2% | 0.5% | -8% | 14% | -1 | -0.17 | -0.43 | 0.0079
